# HSP90 refold inh = HSP90 refolding inhibition in rabbit reticulocyte lysate; hit rate 0.91% among 290,000; AID 1789; inhibition, % at 5.6 µM; luciferase refolding luminescence, 3 h;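 active = inhibition above the screen-wide mean plus 3 SD, computed separately per campaign, cut at about 16% in these data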;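 note: 0% = DMSO wells and 100% = 60 µM geldanamycin wells; inhibitors lower the luminescence because luciferase stays unfolded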
# SKKanGAS inh = inhibitors of SKKanGAS S. pyogenes growth in kanamycin (SK-promoter or general growth effect); BacTiter-Glo, 6 h; inhibition, % at 7.5 µM; hit rate 1.3% among 300,000;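 active = mean replicate score, as percent of positive control median, at least 50; inconclusive = mean below 50 but one replicate at or above 50; inactive = mean and every replicate below 50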;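 note: strain carries kanamycin resistance gene driven by streptokinase promoter and grows in 40 µg/ml kanamycin; loss of luminescence reflects streptokinase promoter inhibition or plain growth inhibition; 0% = median of DMSO wells and 100% = positive control at its reference dose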
# HIF act = HIF pathway transcriptional activation. U2OS HRE-luciferase reporter, luminescence; normalized: DMSO 0%, desferrioxamine 100%. hit rate 0.32% among 300,000. activation, % at 7.5 µM (by protocol);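 active = mean activation of at least 10% of the iron chelator positive control signal, with at least half of replicates also reaching 10%; inconclusive = mean and replicate majority disagree about reaching 10%; inactive = mean and most replicates under 10%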
# HSF1 activator = increases HSF-1 driven luciferase reporter signal. NIH3T3-HGL HSF-1 luciferase reporter, MG132, 8 h; 100% = twice DMSO control signal. activation, % at 9 µM. hit rate 1.7% among 300,000;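 active = mean replicate activation of at least 50% with a set share of replicates each reaching 50%; inconclusive = only one of those two conditions met; inactive = mean below 50% and too few replicates reaching it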;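 note: 0% = median of the neutral control wells and 100% = twice that signal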
# IEC-6 tox = kills IEC-6 intestinal cells in KLF5 counter-screen. IEC-6 cytotoxicity, luminescence viability. inhibition, % at 5 µM. hit rate 0.78% among 290,000; in the data active = inhibition above about 22%;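 note: 0% = plate median of test compound wells and 100% = cytotoxic reference compound wells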
# Platelet DG rel = platelet dense granule release activity; human platelet-rich plasma, SFLLRN dense granule ATP release, luminescence; inhibition, %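 (compounds screened at 7.5 µM in platelet-rich plasma)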; hit rate 0.22% among 300,000; AID 1663;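 active = mean replicate score, as percent of positive control, at or above 50; inconclusive = mean below 50 but at least one replicate at or above 50; inactive = mean and every replicate below 50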
# aSyn UTR inh = 5' untranslated region of α-synuclein, MLPCN primary screen. alpha-synuclein 5'UTR reporter, inhibitor activity. inhibition, % (tested at 7.5 µM). AID 1813. hit rate 0.82% among 300,000; in the data active = inhibition above about 60%; inconclusive = no clear call, values can overlap the other calls;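 note: H4 neuroglioblastoma cells stably carrying SNCA 5'UTR luciferase fusion; 0% = DMSO wells and 100% = positive control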
# HSF1 inh = HSF1 inhibition; NIH3T3-HGL HSE-luciferase, MG132-induced, luminescence 8 h; stronger effect = lower value; activity change, negative = inhibition, % at 7.5 µM (by protocol); hit rate 0.77% among 300,000;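 active = more than half of replicate wells show activity change below -50%, luminescence cut by over half; inconclusive = some wells, but at most half, below -50%; inactive = no replicate well below -50%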;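 note: luciferase reports HSF-1 transcriptional activity via heat shock element; 0% = median of DMSO wells and -100% = zero luminescence signal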
# KLF5 inhibitor = inhibitors of KLF5 expression | DLD-1 KLF5 promoter-luciferase reporter, luminescence | inhibition, % at 5 µM | hit rate 0.23% among 290,000;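 active = inhibition above a per-plate limit of that plate's mean compound inhibition plus 3 SD, cut at about 60% in these data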;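 note: 0% = DMSO wells and 100% = LY294002 at 200 µM; higher means less KLF5 promoter-driven luciferase light; inactives centre near -14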
# AI-2 QS mod = modulators of Vibrio harveyi AI-2 quorum sensing system; Vibrio harveyi JMH597 AI-2 luminescence/OD600 ratio, 9 h; stronger effect = lower value; strain lacks LuxN and CqsS sensors; 0 = neutral-control median; activity change, % at 7.5 µM; hit rate 0.4% among 300,000; in the data active = activity change below about -75%, passing the limit was not always enough; inconclusive = no clear call, values can overlap the other calls;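 note: luminescence divided by OD600 gain over 9 h not by final OD600 alone; inactives centre near 13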
# Numbers without * were called inactive; u = inconclusive; x = not tested or not shown; & = joins results of further samples; ! = not confirmed by another sample. Compounds as they come (roughly 6% active in at least one column).
SMILES,HSP90 refold inh,SKKanGAS inh,HIF act,HSF1 activator,IEC-6 tox,Platelet DG rel,aSyn UTR inh,HSF1 inh,KLF5 inhibitor,AI-2 QS mod
CC(C)c1nc(SCC(=O)Nc2ccc3c(c2)OCCO3)n[nH]1,-1,3,-0.5,-5,5,-2,-41,-5,-24,-13
COc1ccc(Br)cc1S(=O)(=O)N(CC(=O)N1CCN(C)CC1)c1ccccc1,0,-2,0.2,-28,6,16,10,-7,-18,1
CCC(C)(C)C(=O)Nc1cccc(Cl)c1C,0,-2,-0.3,-16,1,2,-13,-3,-2,13
Cc1ccc(NC(=O)/C(=C\c2cccnc2)NC(=O)c2ccccc2)cc1,4,-2,0.4,8,-5,-5,8,-12,-41,13
Cc1nn(CC(C)C)c(Cl)c1C(=O)N(c1ccc(Cl)cc1F)S(C)(=O)=O,6,2,0.0,12,7,-1,2,0,-5,4
C/C(=N\Nc1nc2ccccc2[nH]1)c1ccc([N+](=O)[O-])cc1,1,13,-0.1,-4,5,2,-41,2,-22,5
Cc1ccc(C(=O)NCC(=O)OCC(=O)Nc2ccc(Cl)cc2C(F)(F)F)cc1C,-3,-3,-0.4,2,-7,4,3,-5,-36,18
CN1CCN(c2nc3c(c(=O)[nH]c(=O)n3C)n2Cc2ccccc2F)CC1,-4,-4,-2.0,9,2,-1,13,-1,-40,15
CCN(CC)c1ccc(SS(=O)(=O)O)cc1,25*!,-3&3,0.1&-0.4,17&-4,-6&0,4&-10,31&3,-8&0,-8&-3,15&13
COc1ccccc1CCNC(=O)c1ccc(OC)c(OC2CCN(C(C)C)CC2)c1,0,-3,-0.4,17,8,1,-23,-10,-36,-2
Cc1ccc(CNCC(O)(c2ccccc2)c2ccc(F)cc2)cc1 (centres undefined),2,-9,0.5,-38,-5,0,13,-19,15,13
O=C(Nc1c2c(nn1-c1cccc(Cl)c1)CS(=O)(=O)C2)C1CC1,-6,-1,-0.1,-5,-8,-4,0,-5,-35,9
CCCCN(CCCC)CCNC(=O)c1cn(CC)c2ccc(S(=O)(=O)N3CCCC3)cc2c1=O,-5,23,0.1,15,5,0,-10,7,5,11
Nc1c(C(=O)NCCN2CCOCC2)c2nc3ccccc3nc2n1-c1cccc(F)c1,3,0,-0.4,-23,-1,8,10,-14,5,15
O=S(=O)(Nc1cccc(CCc2ccccn2)c1)c1ccc(Cl)cc1,4,9,0.0,0,-6,6,6,4,-2,11
CC(=O)N1C(C(=O)O)Cc2c([nH]c3ccccc23)C1(C)C (centres undefined),-2,-2,-0.6,-9,-3,-12,-6,-5,-11,25
O=C(Nc1nc2ccccc2[nH]1)C1CC1,3,-4,4.6,18,33*,1,-46,4,-10,-1
O=C(Cc1ccccc1)NCc1ccc(F)cc1,0,6,7.4,21,-6,-11,-66,6,-60,23
Cc1cc(-c2nn(-c3ccccc3F)cc2CN2CCC(O)CC2)c(C)s1,-3,0,-0.3,18,-2,-14,1,1,-14,29
N#Cc1c(-c2cccc([N+](=O)[O-])c2)nc2n(c1=O)CCS2,5,7,-0.2,-47,4,-1,4,-33,-14,35
O=C(Cc1ccc(Br)cc1)NCCN1CCOCC1,0,1,0.4,13,1,-6,6,-2,-37,14
CSc1ccc(S(=O)(=O)N2CCN(Cc3ccc4c(c3)OCO4)CC2)cc1,-2,7,0.2,-3,6,-2,-2,-4,-20,26
Cc1nc2ccc(S(=O)(=O)NCC(=O)N(C)Cc3ccco3)cc2s1,0,-3,0.0,1,0,1,4,8,-51,14
COc1ccc(NC(=O)Cn2c(=O)sc3ccccc32)c(OC)c1,1,-5,0.1,-7,5,0,17,0,15,22
O=C(NCc1ccco1)C1CCC(N2C(=O)C3C4CCC(C4)C3C2=O)CC1 (centres undefined),-3,-4,0.0,24,2,-6,-36,3,-1,-29
CCN(CC)S(=O)(=O)c1cc(NC(=O)C(=O)c2c(-c3ccccc3)cc3ccccn23)ccc1C,13,0,-0.4,27,-2,2,23,7,-26,27
Cc1cc(C)c2c(c1)cc(C)c1nnc(SCC(=O)Nc3cc(C)on3)n12,7,-14,x,15,10,-7,-8,4,1,1
CN1CCN(C(=O)c2ccccc2NC(=O)c2ccc(C(C)(C)C)cc2)CC1,-3,6,-0.4,7,4,-2,6,-5,-36,23
CCN(C(=O)CSc1nnc(Nc2ccccc2C)s1)C1CCS(=O)(=O)C1 (centres undefined),-1,-2,-0.2,-20,-2,16,-10,0,-5,4
Nc1nc(NC(=O)/C=C/c2ccccc2)nn1-c1ccccc1,1,-12,-0.2,-5,-8,-17,-25,-14,-16,30
c1ccc(Cn2ncc3c(N4CCCCC4)ncnc32)cc1,2,7,0.5,42,4,-1,-9,5,-21,7
CCOc1ccc(C2OC34CCCCC3C(C#N)(C#N)C2(C#N)C(=N)O4)cc1OC (centres undefined),1,-1,-0.6,46,-3,9,8,15,-18,23
Cc1ccc(C(=O)OCC(=O)Nc2ncc(C(F)(F)F)cc2Cl)cc1NC(=O)c1ccco1,9,5,-0.1,3,2,-2,5,-4,-4,1
CCc1nc(SCC(=O)c2cccc([N+](=O)[O-])c2)n[nH]1,-4,7,-0.6,u,4,23,2,15,9,58
c1ccc(-c2nnc(OCc3cccnc3)c3ccccc23)cc1,-2,-3,-0.1,4,1,2,2,3,-23,3
COc1ccc(NC(=O)c2ccc(C)o2)c([N+](=O)[O-])c1,-3,-1,2.4,31,-4,5,-102,7,-14,19
COc1cc2c(cc1OC)C(Nn1cnnc1)=NC1(CCCC1)C2,0,-3,0.0,14,1,11,-6,6,3,9
COc1ccc(NC(=S)NC(=O)/C=C/c2ccco2)cc1,-1,-4,3.2,24,1,5,-91,16,-8,-40
CCOC(=O)COc1ccc2c(c1)c(C(=O)OCC)c(C)n2CC,2,-7,-0.6,1,-1,8,-15,1,-8,0
O=c1cccc2n1Cc1cc3ccccc3nc1-2,0,-1,2.7,40,6,-3,-152,14,-66,19

# Looked up above.
# Result of `COc1ccc(NC(=S)NC(=O)/C=C/c2ccco2)cc1` in KLF5 inhibitor: -8
# Result of `CCOC(=O)COc1ccc2c(c1)c(C(=O)OCC)c(C)n2CC` in aSyn UTR inh: -15

# Other structures follow.
SMILES,HSP90 refold inh,SKKanGAS inh,HIF act,HSF1 activator,IEC-6 tox,Platelet DG rel,aSyn UTR inh,HSF1 inh,KLF5 inhibitor,AI-2 QS mod
C=CCNC(=S)NNC(=O)c1ccc(Br)o1,0,-5,0.7,11,-6,5,19,5,4,22
O=C(CSc1ccc2nnc(-c3cccc(F)c3)n2n1)NCC1CCCO1 (centres undefined),3,5,0.1,-41,0,-4,15,-20,-11,39
Cc1nc2cc(NC(=O)N3CCCCC3)ccc2n1C,3,-5,0.6,-21,0,-12,-71,-20,-58,-2
Cc1c(NC(=O)CSc2nc3ccccc3n2C)c(=O)n(-c2ccccc2)n1C,-1,-4,-0.1,-6,-2,2,5,-1,-6,-1
O=P(O)(c1ccc(Cl)cc1)c1ccc(Cl)cc1,3,5,0.1,1,-6,-1,-13,-8,-15,18
N=C1S/C(=C\c2ccccc2)C(=O)N1c1ccc(F)cc1,-2,-12,-0.1,3,-18,6,-9,2,3,2
O=C(COc1cccc2cccnc12)N/N=C/c1ccc(O)cc1,6,-5,0.2,-6,-3,8,-5,-5,-15,-3
Cc1c(C(=O)OC(C)C(C)C[N+](C)(C)C)oc2ccccc12 (centres undefined),2,-1,-0.2,-10,0,-17,16,1,5,4
Cc1ccc(-c2nc3ccccc3s2)cc1NC(=S)NC(=O)/C=C/c1ccco1,-3,-12,3.5,65*,-4,-4,-47,46,-22,-3
CCOc1ccc(N(CC(=O)NCc2ccc(Cl)cc2)S(=O)(=O)c2ccccc2)cc1,-1,-1,-0.1,17,-4,-14,8,5,-2,24
COc1ccc(CNS(=O)(=O)c2ccc(-n3cccn3)cc2)cc1,5,-1,x,-6,4,0,2,-4,-30,19
OCc1ccccc1NC(=S)Nc1cccnc1,6,-13,0.3,-14,-2,12,-27,4,-7,9
CC1CCCCN1C(=O)Cc1ccc(F)cc1 (centres undefined),1,1,0.4,-5,3,-2,-26,1,-28,17
CCCCSc1nc(C)[nH]c1[N+](=O)[O-],-1,-5,-1.0,5,-6,0,13,-5,-13,19
CCC1CCCCN1C(=O)COC(=O)c1ccc(S(=O)(=O)N2CCOCC2)cc1 (centres undefined),3,-3,0.1,-35,3,-1,-8,-10,-1,5
O=C(CCN1CCOCC1)N/N=C/c1cc(Br)cc(Br)c1O,-1,57*,5.4,-18,5,1,-3,-6,-28,-17
CN(CC(=O)NC(c1ccccc1)c1ccccc1)Cc1nc2ccccc2c(=O)[nH]1,2,2,-0.4,16,-5,-5,-9,16,-12,10
Cn1c2c(c(=O)n(C)c1=O)C1c3cc(Cl)ccc3OCC1CO2 (centres undefined),2,5,-0.2,6,-5,0,-2,3,2,-3
Cc1ccc(OCCSc2nc3ccccc3n2CC(=O)O)cc1C,0,-2,-1.6,5,1,4,2,4,-28,-2
COc1cc(NC(=O)c2cccs2)c(OC)cc1NC(=O)CCC(=O)Nc1ccc2ncccc2c1,6,22,-0.6,34,6,3,-1,3,1,20

# Three compounds out of the list above, arranged by their value in aSyn UTR inh, lowest first.
SMILES	HSP90 refold inh	HSF1 activator	Platelet DG rel	aSyn UTR inh	HSF1 inh	KLF5 inhibitor	AI-2 QS mod
CN(CC(=O)NC(c1ccccc1)c1ccccc1)Cc1nc2ccccc2c(=O)[nH]1	2	16	-5	-9	16	-12	10
Cc1ccc(OCCSc2nc3ccccc3n2CC(=O)O)cc1C	0	5	4	2	4	-28	-2
Cc1c(NC(=O)CSc2nc3ccccc3n2C)c(=O)n(-c2ccccc2)n1C	-1	-6	2	5	-1	-6	-1

# 6 successive entries out of the list so far:
SMILES,HSP90 refold inh,SKKanGAS inh,HIF act,HSF1 activator,IEC-6 tox,Platelet DG rel,aSyn UTR inh,HSF1 inh,KLF5 inhibitor,AI-2 QS mod
CCC1CCCCN1C(=O)COC(=O)c1ccc(S(=O)(=O)N2CCOCC2)cc1 (centres undefined),3,-3,0.1,-35,3,-1,-8,-10,-1,5
O=C(CCN1CCOCC1)N/N=C/c1cc(Br)cc(Br)c1O,-1,57*,5.4,-18,5,1,-3,-6,-28,-17
CN(CC(=O)NC(c1ccccc1)c1ccccc1)Cc1nc2ccccc2c(=O)[nH]1,2,2,-0.4,16,-5,-5,-9,16,-12,10
Cn1c2c(c(=O)n(C)c1=O)C1c3cc(Cl)ccc3OCC1CO2 (centres undefined),2,5,-0.2,6,-5,0,-2,3,2,-3
Cc1ccc(OCCSc2nc3ccccc3n2CC(=O)O)cc1C,0,-2,-1.6,5,1,4,2,4,-28,-2
COc1cc(NC(=O)c2cccs2)c(OC)cc1NC(=O)CCC(=O)Nc1ccc2ncccc2c1,6,22,-0.6,34,6,3,-1,3,1,20

# High-throughput results: PubChem BioAssay, several laboratories
